Compound activity as filed in PubChem BioAssay.
Lipid storage S3 – qHTS Assay for Lipid Storage Modulators in Drosophila S3 Cells. Drosophila S3 cells, BODIPY lipid droplet fluorescence, 18-24 h; cells fed with added oleic acid. lipid storage change, negative = inhibition, % at the top dose, mostly 46.1 µM; hits show Potency in µM. 320,000 tested, 0.64% active. AID 2685; active = well fitted inhibition curve with a large enough effect in the signal ratio, with a control signal flat, not every such curve was filed as active; inconclusive = small, poorly fitted or top-dose-only effect, or effect the other way, or a change in a side signal; the % refers to the signal ratio
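Drosophila S3 cells got compounds at several concentrations plus oleic acid (400 uM solution). Laser-scanning cytometry with 488 nm excitation read lipid droplets at 500-530 nm and cells at 575-640 nm. Percent activity was relative to 20 uM Triacsin C.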
Lipid storage S3 cell count max – also measured in Lipid storage S3; calls as there; cell number change, %; measured here: cell count max response;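 cells counted by Cell Tracker Red CMTPX staining in the red channel; peak over a dose series mostly up to 46.1 µM; percent activity relative to internal control wells on each plate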
* hit, by the source's call; i = inactive; ? = inconclusive; · = no result given; [ ] = remark or other dose. % is set by controls: 0 for no effect and ±100 for the full control effect; potency is the fitted concentration of half-maximal effect. Not all compounds are listed. The share of hits here may be higher or lower than overall.

Lipid storage S3,Lipid storage S3 cell count max,canonical_smiles
?,·,O=C(Cc1c(F)cccc1Cl)c1ccc(O)cc1O
?,·,CCOC(=O)c1c(-c2ccc(C)o2)csc1NC(=O)CN1CCCCC1
?,·,O=C(Nc1c(Cl)cc(Cl)cc1C(=O)NCCN1CCOCC1)c1cccc([N+](=O)[O-])c1
16.0%,0.9,COc1ccccc1/C=N/NC(=O)CC(=O)NCc1cccnc1
?,·,O=C(NCc1ccco1)c1nnc(Cc2ccc(Cl)cc2)o1
?,·,CC(=O)Nc1cccc(C(=O)NC2CCCc3c2cnn3-c2ccccc2F)c1 (stereo unspecified)
8.2µM*,0.1*,COc1cccc(/C=N/NC(N)=S)c1OCc1cccc(Cl)c1
?,·,CCOC(=O)N1CCN(c2c(NCCN(C)Cc3ccccc3)c(=O)c2=O)CC1
-4.7%,11.8,COC(=O)c1cccc(NC(=O)CC2C(=O)NCCN2C(=O)c2ccc(F)cc2F)c1 (stereo unspecified)
?,·,CC(C)c1ccc(C(=O)CSc2n[nH]c(-c3ccncc3)n2)cc1
14.6%,-7.4,Fc1ccccc1CSCc1nc2ccccc2[nH]1
-0.9%,3.9,COCCN1Cc2cccc(C(=O)Nc3ccc(S(=O)(=O)N4CCOCC4)cc3)c2C1=O

A different layout for five compounds above.
Results follow in this order: Lipid storage S3	Lipid storage S3 cell count max
- CCOC(=O)N1CCN(c2c(NCCN(C)Cc3ccccc3)c(=O)c2=O)CC1
  ?	·
- Fc1ccccc1CSCc1nc2ccccc2[nH]1
  14.6%	-7.4
- O=C(Nc1c(Cl)cc(Cl)cc1C(=O)NCCN1CCOCC1)c1cccc([N+](=O)[O-])c1
  ?	·
- COc1ccccc1/C=N/NC(=O)CC(=O)NCc1cccnc1
  16.0%	0.9
- COc1cccc(/C=N/NC(N)=S)c1OCc1cccc(Cl)c1
  8.2µM*	0.1*

Next part:
Lipid storage S3,Lipid storage S3 cell count max,canonical_smiles
?,·,Cc1ccc(SCc2c(C(=O)N/N=C/c3ccncc3)nnn2-c2nonc2N)cc1
?,·,CC(C)(C)n1nc2c(c1NC(=O)COc1ccc(Cl)cc1)CSC2
?,·,CC12CC3CC(C)(C1)CC(C(=O)N1CCCC1)(C3)C2
-14.6%,-1.9,Cc1noc(NS(=O)(=O)c2ccc(NC(=O)c3oc4ccc(F)cc4c3C)cc2)c1C
-4.5%,5.5,Cc1cc(C(=O)N/N=C/c2ccccc2Br)no1
?,·,COc1cc(Nc2ccccc2Cl)c([N+](=O)[O-])nc1[N+](=O)[O-]
?,·,Cc1nc2c(sc(=S)n2Cc2ccco2)c(=O)n1CC(=O)Nc1ccccc1F
-6.2%,13.3,CN1CCN(S(=O)(=O)c2ccc3[nH]c(=O)oc3c2)CC1
?,·,O=C(CSc1ncc(-c2ccccc2)[nH]1)Nc1cccc(O)c1
?,·,CCOC(=O)c1cc(NC(=O)Nc2ccc(OC)c(OC)c2)c(C)nc1C
?,·,CC(C)(C)n1ncc2c(=O)n(CC(=O)c3ccc(Cl)cc3)cnc21
?,·,O=C(N/C(=C\c1cccs1)C(=O)N1CCOCC1)c1ccco1
-10.5%,-0.7,COC(=O)c1ccccc1C(=O)N1CC(O)CO1 (stereo unspecified)
7.0%,-0.1,O=C(CCn1nc(-c2ccc(Cl)cc2)ccc1=O)N1CCOCC1
-26.1%,0.5,CCOC(=O)C1CCN(C(=O)CCC2CCCC2)CC1
?,·,COc1ccc(N(C(C)=O)S(=O)(=O)c2cccc3cccnc23)cc1
i,-6.7,Cc1ccc2[nH]cc(C(=O)CN3CCN(C)CC3)c2c1
?,·,O=C(c1cc(C2CC2)nn1-c1ccccc1)N1CCN(S(=O)(=O)c2c(F)cccc2F)CC1
?,·,N#C/C=C1/NC(=O)c2ccccc2S1
-1.3%,·,COCCNC(=O)c1cc(-c2ccc(OC)c(OC)c2)on1
?,·,CCCCOc1ccc(NC(=O)CN2CCN(CC)CC2)cc1
?,·,CCOC(=O)C1=C(CC)Nc2ccccc2N=C1NC(=O)Nc1ccc(Cl)c(Cl)c1
?,·,CC(=O)c1cccc(NC(=S)NC2CCCCC2)c1
?,·,COc1cccc(CNC(=O)CCC(=O)N2CCOCC2)c1
?,·,CCOc1ccc(S(=O)(=O)NN)cc1
?,·,CCOC(=O)C1CCCN(c2oc(-c3ccc(OC)cc3)nc2C#N)C1 (stereo unspecified)
?,·,CC(C)n1ncc2c(C(=O)NCCc3ccc(S(N)(=O)=O)cc3)cc(C3CC3)nc21
-13.6%,-7.1,COc1ccc(CN(C)S(=O)(=O)c2ccc3c(c2)OCCO3)cc1
i,-18.6,CC(C)c1nnc(NC(=O)CC(C)c2ccccc2)s1 (stereo unspecified)
i,0.2,Cc1cc(Cl)ccc1OCC(=O)Nc1ccccc1CO
?,·,Cc1c(Cl)cccc1NC(=O)Cn1cc(C(F)(F)F)cc(Cl)c1=O
i,-21.7,CC(=O)N1c2ccc(S(=O)(=O)N3CCCC(C(=O)NC4CCCC(C)C4C)C3)cc2CC1C (stereo unspecified)
?,·,O=C(CN1CCCC1)Nc1cccc(Cl)c1
6.6%,-20.9,O=C(COC(=O)c1ccc(F)cc1F)NCCC1=CCCCC1
14.1%,-25.4,CCOC(=O)c1nnc(-c2cccs2)nc1NC(C)C
-1.3%,0.1,O=C(COc1ccc(Br)cc1)Nc1nc(-c2cccnc2)cs1
-9.3%,1.6,O=C(NCCc1ccc2c(c1)OCCO2)c1ccc(F)cc1
?,·,C[C@@H]1CCC(=O)N(CC[C@H](N=[N+]=[N-])c2ccccc2)CC1
-10.9%,-10.1,CCCC(C)c1nc(C(N)=O)c2[nH]c(=O)n(-c3ccc(OC)cc3OC)c2n1 (stereo unspecified)
-13.0%,-19.9,CN(C=O)CP(=O)(O)CN1CCCCC1
?,·,O=S(=O)(c1ccc(Cl)cc1)N1CCCc2ccccc21
?,·,Cc1ccc(S(=O)(=O)N2CCOC2CNC(=O)C(=O)NCc2ccc(Cl)cc2)cc1 (stereo unspecified)
?,·,N#Cc1c(Cl)c(Cl)c2nnc(-c3ccc(Br)cc3)n2c1Cl
i,-4.0,CC(=O)N1CCSc2ccc(S(=O)(=O)Nc3ccccc3C)cc21
i,-15.4,CCOC(=O)C1=C(O)C(=O)N(CCCn2ccnc2)C1c1ccc(C)cc1 (stereo unspecified)
?,·,COc1ccc(NC(=O)C2CCC(=O)N2S(=O)(=O)c2ccc(C)cc2)cc1Cl (stereo unspecified)
?,·,O=C(/C=C/c1ccc(F)cc1)N1CCN(c2ccccn2)CC1
?,·,CCNC(=O)N1C(CC(=O)OCC)C(=O)NC2CCCCC21 (stereo unspecified)

Whole records, looked up by structure:
CCNC(=O)N1C(CC(=O)OCC)C(=O)NC2CCCCC21 (stereo unspecified) as listed: Lipid storage S3: ?; Lipid storage S3 cell count max: ·
CC(C)c1nnc(NC(=O)CC(C)c2ccccc2)s1 (stereo unspecified) as listed: Lipid storage S3: i; Lipid storage S3 cell count max: -18.6

More entries
Lipid storage S3,Lipid storage S3 cell count max,canonical_smiles
i,4.0,COc1ccccc1CN1C(=NC(=O)CCC2CCCC2)SC2CS(=O)(=O)CC21 (stereo unspecified)
?,·,COc1ccc(-n2nc3c(c2NC(=O)C24CC5CC(CC(C5)C2)C4)CS(=O)C3)cc1 (stereo unspecified)
0.9%,-2.0,CCOC(=O)C1C(=O)OC2(CCOC(C)(C)C2)C1C(=O)OCC (stereo unspecified)
?,·,Cc1ccc(NC(=O)CN(C)S(=O)(=O)c2cccc3cccnc23)cc1
?,·,CC(C)OC(=O)c1c(N)n(CCCN2CCOCC2)c2nc3ccccc3nc12
-5.2%,-14.4,Cc1cc2c(sc3c(C)ccc(C)c32)c(C)n1
-24.1%,-5.0,CCCN1CCC(NC(=O)Nc2ccc(F)cc2F)CC1
?,·,COc1ccc(-c2noc(CN(C)Cc3ccccc3)n2)c(OC)c1OC
?,·,O=C(CSc1ccc(F)cc1)NCC1(N2CCOCC2)CCCCC1
?,·,COc1ccc(NC(=O)c2ccc(-c3ccccc3Cl)o2)cc1
?,·,Cc1ccc(C2CC(C(F)(F)F)n3nc(C(=O)NCc4c(C)nn(C)c4C)c(Cl)c3N2)cc1 (stereo unspecified)
-3.5%,-5.8,COC(=O)CSc1nnc(CNC(=O)c2cc(OC)cc(OC)c2)n1-c1ccc(F)cc1
i,8.8,CC(=O)CSc1nc2c(c(=O)[nH]c(=O)n2C)n1CCCc1ccccc1
-20.6%,6.2,Cc1cc(/C=C2\SC(=Nc3ccccc3)NC2=O)c(C)n1-c1ccc(S(N)(=O)=O)cc1
-7.7%,13.5,O=C(O)CC(CC(=O)Nc1ccc(-n2ccc(C(F)(F)F)n2)cc1)c1ccccc1 (stereo unspecified)
?,·,Oc1c(CN2CCOCC2)cc(-c2ccccc2)cc1CN1CCOCC1
?,·,Cc1ccc(NS(=O)(=O)c2ccc(N/N=C/c3ccncc3)c([N+](=O)[O-])c2)c(C)c1
?,·,O=C1COc2ccc(C(=O)COC(=O)CNS(=O)(=O)c3cccc(F)c3)cc2N1
?,·,CC(C)(C)n1ncc2c(=O)n(CC(=O)N3CCCCCC3)cnc21
?,·,COc1ccc(NC(=O)CSc2nc(C)cs2)cc1OC
19.3%,-10.9,CCN(c1ccccc1C(=O)O)S(=O)(=O)c1ccc2[nH]c(=O)[nH]c2c1
?,·,O=C(CSc1nc2ccccc2o1)Nc1nc2ccccc2s1
-12.3%,-18.2,COCCn1c(SCC(=O)NCC2CCCO2)nc2c([nH]c3ccccc32)c1=O (stereo unspecified)
?,·,O=C(Oc1cccc(-n2cnnn2)c1)C1CCCCC1
7.0%,-4.3,O=C(NCc1ccc(Cl)cc1)c1ccc(Cn2cc(C(F)(F)F)ccc2=O)cc1
-0.4%,-1.6,CC(C)(C)C(=O)NC(=S)Nc1ccccc1C(=O)NC1CCCCC1
-14.3%,-3.3,COc1ccc(NC(=S)Nc2cccc(C(C)=O)c2)cc1OC
23.1µM*,-12.6*,Fc1ccc(-n2ncc3c(SCc4cccnc4)ncnc32)cc1
?,·,O=C(CSc1n[nH]c(-c2ccccc2Br)n1)NCCN1C(=O)CSC1=O
-10.4%,-0.6,Cc1ccc(CN2CCSc3ccc(C(=O)NCc4ccco4)cc32)cc1
i,·,Cc1ccc(S(=O)(=O)N(C)Cc2cc3ccccc3[nH]c2=O)cc1
1.64µM*,-11.3*,CC1CN(Cc2cc(=O)oc3cc(O)c(Cl)cc23)CC(C)O1 (stereo unspecified)
?,·,COC(=O)c1cc(NC(=O)CN2CCC(C(N)=O)(N3CCCCC3)CC2)cc(C(=O)OC)c1
?,·,CC1(C)Cc2c(sc3c2c(=N)n(Cc2ccco2)c(=O)n3Cc2ccc(F)cc2)CO1
?,·,CSc1ccc(CN(C)C(=O)c2ccc(S(=O)(=O)Nc3ccccc3)cc2)cc1
2.1%,-0.3,COC(=O)C1=C(C)Nc2nc3ccccc3n2C1c1ccccc1F (stereo unspecified)

3 of the entries above in order of their number in Lipid storage S3, highest first.
Lipid storage S3,Lipid storage S3 cell count max,canonical_smiles
23.1µM*,-12.6*,Fc1ccc(-n2ncc3c(SCc4cccnc4)ncnc32)cc1
8.2µM*,0.1*,COc1cccc(/C=N/NC(N)=S)c1OCc1cccc(Cl)c1
1.64µM*,-11.3*,CC1CN(Cc2cc(=O)oc3cc(O)c(Cl)cc23)CC(C)O1 (stereo unspecified)

Next entries
Lipid storage S3,Lipid storage S3 cell count max,canonical_smiles
9.8%,7.6,Cc1ccc(C)c(S(=O)(=O)c2c(C)cc(C)nc2Cl)c1
11.9%,14.2,COc1ccc(Nc2ncnc3sc(-c4ccccc4)cc23)c(OC)c1
?,·,COc1ccc(CNCCC(c2ccc(OC)cc2)c2ccccc2OC)cc1 (stereo unspecified)
?,·,CCN1CCN(c2nc3c(c(=O)[nH]c(=O)n3C)n2CCSc2nc3ccccc3s2)CC1
-7.1%,10.0,CCOc1ccc(S(=O)(=O)N(CC(=O)N/N=C/c2ccc(-c3ccc([N+](=O)[O-])cc3)o2)c2ccccc2)cc1
?,·,C/C(CC(=O)Nc1ccc2c(c1)OCCO2)=N\NC(=O)COc1ccc(C)cc1Br
14.4%,-9.5,COC(=O)c1[nH]c(C)c(/C(O)=C2\C(=O)C(=O)N(CCN3CCOCC3)C2c2ccccc2OC)c1C (stereo unspecified)
-12.3%,-13.5,COc1ccc2c(c1)c(=O)oc1c(C)c(OCC(=O)N3CCc4ccccc4C3)ccc12
?,·,O=C(N/N=C/c1ccc2c(c1)OCO2)c1ccc(Cl)cc1Cl
?,·,CCOc1cc(S(=O)(=O)n2c(C)nc3ccccc32)ccc1F
6.0%,12.0,S=C(NCCCn1ccnc1)Nc1cccc(Cl)c1
-7.1%,-23.5,Cc1ccc(SC(C)c2nc(-c3ccccc3)no2)cc1 (stereo unspecified)
14.7%,5.4,O=C(CNc1n[nH]c(=O)[nH]c1=O)N/N=C/C=C/c1ccccc1
i,·,CCOCc1nnc(NC(=O)c2cc(C(=O)OC)cc([N+](=O)[O-])c2)s1
-11.0%,-3.4,COc1ccc2c(c1O)C(=O)c1ccccc1C2=O
29.8%,7.4,CCCCc1nc(NCc2ccccc2)c(C#N)c2c1CCCC2
11.1%,-3.3,CC(C)CCN1CCNC(=O)C1CC(=O)NCCCN1CCOCC1 (stereo unspecified)
?,·,Cc1cc(Cl)c(C)c(S(=O)(=O)N2CCN(C(=O)C3CCCO3)CC2)c1Cl (stereo unspecified)
i,·,CCCCCn1c(CNC(=O)CCC)nc2ccccc21
?,·,O=C(c1cc2c(s1)-c1ccccc1S(=O)(=O)C2)N1CCN(Cc2ccccc2)CC1
-8.7%,13.4,O=C(CCc1nnc(CCCCc2ccccc2)o1)N1CCN(CCO)CC1
5.8%[9.22 µM],7.9,O=S(=O)(Nc1ccc(O)cc1)c1cccc2cccnc12
?,·,C=CCN1C(=O)C(C)(C)N(C(=O)c2cccc([N+](=O)[O-])c2)c2ccccc21
